TGFb inhibitor: inhibitors of TGF-b signaling. AID 588855. HepG2 CAGA-GFP TGF-b/SMAD3 reporter, GFP fluorescence, 18 h; TGF-beta stimulated, 500 pg/mL final. 410,000 compounds, 1.2% hits. Potency, µM (doses to about 46.1 µM), for the others: at the top dose activity, negative = inhibition, actives largely listed as inhibitors; note: % is set by controls: 0 for no effect and ±100 for the full control effect; nearly all actives have a fitted effect of over 65% in size
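Smad-responsive CAGA-GFP expression was quantified in HEPG2 cells exposed to compounds and 500 pg/mL final TGF-beta for 18 h at 37 degrees C; unstimulated wells defined full inhibition.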
ATXN viability: viability counter-screen for ATXN expression inhibitors. AID 651635. 400,000 compounds, 0.49% hits. Potency, µM (highest dose often 56.7 µM), most hits filed as cytotoxic. S2 cells (HEK-293 line with an ATXN2-luciferase reporter) viability, CellTiter-Fluor protease fluorescence, 24 h; note: nearly all actives have a fitted effect of over 40% in size
Nrf2 ARE act: Nrf2 pathway activation | 410,000 compounds, 0.31% hits | Potency, µM (doses to about 46.1 µM), without a hit: top-dose activation, actives largely listed as activators | AREc32 ARE-luciferase reporter (MCF7-derived line), luminescence, 24 h; note: % of control where 0% means no effect; nearly all actives have a fitted effect of over 65% in size
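AREc32_Fluc, 1000 cells/well, OPTI-MEM + 5% FBS, o/n 37 deg C 5% CO2; 23 nL cpd by pin tool, 24 hr; Steady-Glo 30 min RT, luminescence.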
HepG2 tox: kills HepG2 cells in TGF-b inhibitor counter-screen. HepG2 CAGA-GFP viability, ATP luminescence, 18 h. Potency, µM (doses to about 46.1 µM), for the others: top-dose activity change, negative = cytotoxicity, usual class: cytotoxic. 410,000 compounds, 0.76% hits. AID 588856; note: some results filed as inactive show a strong effect at the top dose
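CellTiter-Glo luminescence gave cytotoxicity after 18 hours at 37 degrees C. The cells were HepG2 CAGA-GFP in 1% FBS DMEM, stimulated with 500 pg/mL TGF-beta after compound addition. %Activity was normalised to no-cell wells (complete cell-killing) and DMSO (no toxicity), and curves were fitted and classified.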
A549 tox: kills or reduces viability of A549 cells in Nrf2 counter-screen | A549 ARE-Fluc cells, CellTiter-Fluor viability, 18-24 h | Potency, µM (titrated, usually from 46 µM), for inactives: top-dose activity change, negative = cytotoxicity, actives largely listed as inhibitors | 390,000 compounds, 0.16% hits; note: % is set by controls: 0 for no effect and ±100 for the full control effect
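A549 ARE_Fluc cells in 5% FBS OPTI-MEM were exposed to compounds in concentration-response for 18-24 h at 37 deg C. Viability was read by CellTiter-Fluor fluorescence (Ex 405/Em 525) after 30 min, before the luciferase read.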
Nrf2 block: Nrf2 pathway inhibition. AID 504444. A549 ARE-Fluc reporter, luciferase luminescence, 18-24 h. Potency, µM (series often up to 46 µM), inactives show top-dose activity change, negative = inhibition, actives largely listed as inhibitors. 360,000 compounds, 2.1% hits; note: % is set by controls: 0 for no effect and ±100 for the full control effect; nearly all actives have a fitted effect of over 60% in size
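Two sequential reads on A549 ARE_Fluc cells exposed to compound for 18-24 h: a CellTiter-Fluor fluorescence read for viability, then a luciferase luminescence read for Nrf2/ARE activity.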
ATXN2 expr inh: inhibitors of ATXN2 expression; Potency, µM (series often up to 57 µM), inactives show at the highest dose activity change, negative = inhibition, most hits filed as inhibitors; AID 1745845; HEK-293 ATXN2-luciferase reporter, luminescence, 24 h; 360,000 compounds, 0.72% hits; note: % is set by controls: 0 for no effect and ±100 for the full control effect; nearly all actives have a fitted effect of over 55% in size
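ATXN2-luciferase reporter cells (luciferase flanked by upstream and downstream ATXN2 gene portions) were treated 24 h at 37 °C with compounds at up to 57 uM. SteadyGlo luminescence gave expression; GF-AFC fluorescence gave viability.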
EPAC2 antag: blocks human EPAC2 exchange factor; Q8WZA2; EPAC2 GEF exchange of Rap1B-BODIPY-GDP, fluorescence; Potency, µM (titrated, usually from 114 µM), inactives show at the highest dose activity, negative = inhibition, hits mostly inhibitors; 360,000 compounds, 0.18% hits; AID 720708; note: % is set by controls: 0 for no effect and ±100 for the full control effect; nearly all actives have a fitted effect of over 45% in size; many of its hits are not listed in these tables
Target sequence (Q8WZA2 whole entry, looked up): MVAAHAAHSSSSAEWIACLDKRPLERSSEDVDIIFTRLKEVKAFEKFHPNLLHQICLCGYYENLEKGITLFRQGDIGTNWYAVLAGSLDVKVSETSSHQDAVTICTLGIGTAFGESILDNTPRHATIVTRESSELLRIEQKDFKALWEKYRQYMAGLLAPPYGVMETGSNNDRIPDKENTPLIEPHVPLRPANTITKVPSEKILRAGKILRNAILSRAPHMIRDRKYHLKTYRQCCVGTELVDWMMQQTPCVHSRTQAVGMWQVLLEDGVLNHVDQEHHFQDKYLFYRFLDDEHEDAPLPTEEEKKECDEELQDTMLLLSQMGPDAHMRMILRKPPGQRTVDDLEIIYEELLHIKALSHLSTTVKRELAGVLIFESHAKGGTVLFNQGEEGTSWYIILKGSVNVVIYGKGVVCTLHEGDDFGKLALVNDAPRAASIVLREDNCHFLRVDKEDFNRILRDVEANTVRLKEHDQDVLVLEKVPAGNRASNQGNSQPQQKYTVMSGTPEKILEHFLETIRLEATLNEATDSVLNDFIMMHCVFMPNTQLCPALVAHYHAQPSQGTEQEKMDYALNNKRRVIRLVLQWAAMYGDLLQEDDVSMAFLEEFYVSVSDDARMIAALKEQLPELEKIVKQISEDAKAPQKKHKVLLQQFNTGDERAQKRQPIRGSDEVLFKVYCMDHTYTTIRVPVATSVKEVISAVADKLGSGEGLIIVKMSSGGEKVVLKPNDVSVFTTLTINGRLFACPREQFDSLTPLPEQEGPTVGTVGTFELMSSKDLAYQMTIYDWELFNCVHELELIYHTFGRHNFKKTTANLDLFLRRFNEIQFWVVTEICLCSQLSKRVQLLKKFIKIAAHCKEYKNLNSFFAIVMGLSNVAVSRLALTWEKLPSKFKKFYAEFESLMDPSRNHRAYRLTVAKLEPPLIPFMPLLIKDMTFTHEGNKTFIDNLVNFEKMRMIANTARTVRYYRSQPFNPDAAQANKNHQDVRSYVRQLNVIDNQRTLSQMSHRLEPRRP
MCF10A rerep: DNA re-replication induction in MCF 10a cells | 350,000 compounds, 2.9% hits | Potency, µM (top dose mostly 46.1 µM), for inactives: at the top dose activity, positive = re-replication, usual class: activators | MCF 10A DNA re-replication, Hoechst nuclear intensity, 48 h | AID 624296; note: % of control where 0% means no effect; nearly all actives have a fitted effect of over 50% in size
The depositor's hits bear a star; i = inactive; ? = inconclusive; . = not tested or not shown; [ ] = dose if it differs, or a comment. Calls come from the whole dose curve; as a rule, active = well fitted curve in the direction sought with a large enough effect; inconclusive = small, poorly fitted or top-dose-only effect, or another doubt; inactive = no such curve, though single readings can be large; an effect the other way counts as inactive or inconclusive. Potency is the fitted concentration of half-maximal effect. Not all compounds are listed, so the mix of outcomes need not match the whole.

SMILES	TGFb inhibitor	ATXN viability	Nrf2 ARE act	HepG2 tox	A549 tox	Nrf2 block	ATXN2 expr inh	EPAC2 antag	MCF10A rerep
CC1CC(C(F)(F)F)n2ncc(C(=O)O)c2N1 (configuration not stated)	30.6%[activator]	i	0.0%	-37.5%	-7.5%	6.2%	1.0%	-3.3%	-3.7%
O=C(OCC(=O)N1CCN(S(=O)(=O)c2ccc(Cl)cc2)CC1)c1cc(Br)ccc1O	12.5%	i	-0.7%	-3.9%	1.5%	2.7%	-6.5%	0.0%	2.0%
CCCOc1ccc([C@@H]2C3CN(C(=O)OCC)CC=C3C(C#N)=C(N)C2(C#N)C#N)cc1OC (some centres not stated)	11.9%	i	12.1%	0.3%	-7.0%	?	-3.5%	-7.1%	13.0%
CCC(c1nnnn1-c1ccc(OC)cc1)N1CCN(C/C=C/c2ccccc2)CC1 (configuration not stated)	?	i	0.5%	-7.1%	.	.	-19.0%	-27.8%	.
COc1ccc(N2CCN(S(=O)(=O)CCNC(=O)C34CC5CC(CC(C5)C3)C4)CC2)cc1	?	i	-0.1%	-7.6%	-5.0%	?	-10.9%	-4.0%	?
CCOCCCNC(=O)c1cn(C)c2ccc(S(=O)(=O)N3CCCC3)cc2c1=O	?	i	-0.2%	5.1%	0.0%	0.6%	-1.2%	0.0%	-3.2%
O=C(CN1CCN(CN2C(=O)NC3(CCCCCC3)C2=O)CC1)Nc1cccc(F)c1	8.0%	i	-0.6%	-0.9%	3.7%	15.0%	7.7%	2.5%	1.3%
C1=CC(c2cc3ccccc3o2)OC(CCc2ccccc2)C1 (configuration not stated)	?	i	3.1%	-20.0%	-0.2%	5.6%	7.0%	?	?
COc1cccc(-c2cnc3c(NC=O)cc(-c4cccc(NC(C)=O)c4)cn23)c1	7.08µM*	i	5.7%	-2.7%	.	.	-38.9%	0.9%	.
OC(c1ccccc1)c1nc2ccccc2n1Cc1c(F)cccc1Cl (configuration not stated)	?	?	-0.6%	-30.7%	-13.8%	-3.2%	-8.8%	.	.
COc1ccc(OC)c(NC(=S)NN2CCN(C)CC2)c1	-8.3%	i	-0.8%	-1.2%	-5.5%	-21.5%	1.4%	-0.1%	-2.9%
O=C(COc1ccccc1)Nc1cccc(-c2nnc(-c3ccccc3)o2)c1	0.0%	i	0.4%	-38.3%	-7.1%	5.0%	62.0%[activator]	0.9%	28.8%
COc1ccc(C)cc1NC(=O)C1CC(=O)N(CCc2ccc(F)cc2)C1 (configuration not stated)	15.7%	i	-0.1%	17.7%	1.1%	-12.7%	-6.2%	-5.0%	3.7%
CCC(=O)c1cn([C@H](CCC(OC)OC)CC(=O)OC(C)(C)C)cc1CC	-9.1%	i	-1.1%	-0.5%	0.3%	-0.4%	5.9%	-5.2%	-0.8%
COc1ccc(-c2nnn(CC(=O)NCc3cccs3)n2)cc1OC	0.0%	i	0.5%	2.6%	-11.1%	6.7%	2.0%	1.5%	0.3%
COCCNC(=O)c1ccc2ccccc2n1	8.1%	i	2.2%	-6.0%	-0.8%	3.5%	9.3%	-2.6%	14.9%
CC(NC(=O)c1ccc(F)cc1)c1nc2ccccc2[nH]1 (configuration not stated)	-0.7%	i	-0.9%	16.6%	10.2%	-10.8%[9.27 µM]	-5.0%	.	.
CCc1ccccc1N(CC(=O)NC(C)(C)C)C(=O)CCC(=O)Nc1ccccn1	2.8%	i	0.1%	-8.5%	2.6%	0.1%	.	-6.6%	-1.9%
Cc1ccc2oc(=O)c(S(=O)(=O)c3ccc(F)cc3)cc2c1	?	.	?	0.7%	13.2%	-12.9%	-3.2%	.	.
CN1CCN(c2ccc(S(=O)(=O)N3CCCCC3)cc2NC(=O)/C=C/c2ccc(Cl)c([N+](=O)[O-])c2)CC1	?	?	-1.0%	-96.9%	-6.0%	?	22.4µM*	-4.5%	?
C[C@@H]1CN([C@@H](C)CO)S(=O)(=O)c2ccc(Br)cc2O[C@H]1CN(C)C(=O)Cc1cccnc1	-2.0%	i	-1.0%	-17.2%	.	.	3.0%	6.6%	.
O=C(Nc1cccc(C(F)(F)F)c1)c1scc2c1OCCO2	0.0%	i	10.0%	3.6%	0.2%	?	11.6%	-2.7%	-4.3%
Cc1cnc(C(=O)OCC(=O)c2ccc(F)c(F)c2)cn1	13.8%	i	0.3%	4.0%	1.1%	8.6%	0.6%	0.8%	1.4%
O=C(Nc1cccnc1)c1cc(-c2cc(Cl)ccc2O)n[nH]1	-7.6%	i	5.2%	-31.0%	-2.5%	2.4%	.	1.4%	?
COc1ccc2nc(SCc3ccccc3)nc(C)c2c1	1.7%	i	4.0%	2.7%	11.2%	?	79.3%[activator]	-5.3%	27.1%
Cc1ccc(-c2nc3ccccc3o2)cc1NC(=S)NC(=O)c1cccs1	?	i	2.8%	-2.2%	-7.6%	?	15.0%	6.2%	?
Cc1cc(C)n(-c2nc(SCCN(C)C)c3c4c(sc3n2)COC(C)(C)C4)n1	?	?	3.6%	-61.4%	-16.7%	.	?	-5.9%	?
COc1ccc(S(=O)(=O)CC(=O)Nc2nnc(C(F)(F)F)s2)cc1	-2.3%	i	-0.5%	-7.5%	4.7%	5.6%	-7.6%	3.6%	0.1%
Cn1/c(=N/NC(=O)c2cccc(OC(F)F)c2)sc2ccccc21	29.9%	i	3.3%	3.9%	-0.2%	9.2%	23.5%	-0.1%	-2.4%
COc1ccccc1NC(=O)CSc1nnc2ccccn12	-1.0%	i	1.7%	-1.0%	4.7%	6.5%	13.0%	2.0%	-0.7%
COc1ccc2[nH]c3c(c2c1)CCN1C(=O)C(CC(=O)NCCCN(C)C)C[C@H](C(=O)N2CCCCC2)[C@@]31CCc1ccccc1 (some centres not stated)	-13.2%	i	7.2%	-35.4%	9.4%	-2.8%	2.9%	2.4%	?
O=C(COc1ccc(Cl)cc1Cl)NN1C(=O)/C(=C\c2ccc(Cl)cc2)SC1=S	1.7%	?	0.2%	7.3%	-28.1%	-26.9%	-12.0%	5.2%	8.3%
COc1ccc(NC(=O)CN(C)C(=O)c2cn(-c3ccccc3)nc2-c2cccs2)cc1	0.0%	i	0.7%	-38.5%	-6.8%	-17.4%	0.1%	-19.4%	23.2%
Cc1ccc(SCc2nc(-c3ccccc3)no2)cc1	8.0%	i	4.2%	2.1%	12.1%	.	24.1%	-1.9%	8.6%
CCc1ccc(Nc2nc3ccccc3nc2NS(=O)(=O)c2ccccc2)cc1	?	i	0.4%	-42.0%	-17.3%	23.1µM*	6.0%	.	.
COCCCNC(=O)c1ccccc1NS(=O)(=O)c1ccc(C)cc1	-18.7%	i	0.0%	-10.8%	-6.3%	-7.6%	-0.9%	-2.0%	-5.1%
COC(=O)Cc1ccc(NC(=S)N2CCN(C)CC2)cc1	-12.9%	i	0.2%	-3.2%	2.4%	-10.5%	-22.1%	2.6%	-10.8%
CCOc1ccc(CCNC(=O)c2ccc3c(Cl)c4c(nc3c2)CCCC4)cc1	?	i	0.1%	-2.3%	6.0%	13.9%	9.8%	.	.
COc1ccc(Nc2nc(N3CCCC3)c3ccccc3n2)cc1	?	?	-2.3%	-83.2%	-16.5%	?	28.2µM*	8.5%	?
CN(CC(=O)NCc1ccco1)S(=O)(=O)c1ccc2c(c1)n(C)c(=O)c(=O)n2C	28.5%	i	-0.9%	10.2%	2.2%	7.0%	3.5%	0.3%	2.6%
Cc1ccnc(NS(=O)(=O)c2ccc(NC(=O)c3ccc(S(=O)(=O)N(C)C)cc3)cc2)n1	15.7%	i	-0.4%	-2.6%	-5.2%	-10.6%	.	1.0%[57.1 µM]	2.7%
CC(NCc1ccc(S(N)(=O)=O)cc1)C(=O)N1c2ccccc2CC1C (configuration not stated)	-2.0%	i	-0.6%	-1.8%	0.3%	-1.7%	-2.9%	9.1%	-1.1%
COc1cccc(NC(=O)C(=O)NCC(c2ccco2)N2CCc3ccccc3C2)c1 (configuration not stated)	-1.0%	i	0.6%	8.0%	-3.3%	-16.4%	8.9%	-5.0%	17.3%
CCN1CCC(N2CCN(c3ccc(Cl)cc3)CC2)CC1	22.9%	i	0.4%	-24.1%	9.4%	-7.2%	.	-1.2%	1.7%
CCc1cc(-c2nnn(CCC3COCCO3)c2CC)cc(CC)c1-c1cn(Cc2ccccc2)nn1 (configuration not stated)	-15.9%	i	-0.1%	-31.9%	.	.	-25.5%	-2.4%	.

Profiles as entered above. Screens in order: TGFb inhibitor	ATXN viability	Nrf2 ARE act	HepG2 tox	A549 tox	Nrf2 block	ATXN2 expr inh	EPAC2 antag	MCF10A rerep
`O=C(COc1ccc(Cl)cc1Cl)NN1C(=O)/C(=C\c2ccc(Cl)cc2)SC1=S` is listed with 1.7%	?	0.2%	7.3%	-28.1%	-26.9%	-12.0%	5.2%	8.3%
`CN(CC(=O)NCc1ccco1)S(=O)(=O)c1ccc2c(c1)n(C)c(=O)c(=O)n2C` is listed with 28.5%	i	-0.9%	10.2%	2.2%	7.0%	3.5%	0.3%	2.6%
`CCc1ccc(Nc2nc3ccccc3nc2NS(=O)(=O)c2ccccc2)cc1` is listed with ?	i	0.4%	-42.0%	-17.3%	23.1µM*	6.0%	.	.
`COc1ccc(OC)c(NC(=S)NN2CCN(C)CC2)c1` is listed with -8.3%	i	-0.8%	-1.2%	-5.5%	-21.5%	1.4%	-0.1%	-2.9%

Other compounds follow.
SMILES	TGFb inhibitor	ATXN viability	Nrf2 ARE act	HepG2 tox	A549 tox	Nrf2 block	ATXN2 expr inh	EPAC2 antag	MCF10A rerep
CC[C@@H](C)[C@H](NS(=O)(=O)c1ccc(C)cc1)C(=O)N1CCC(C(=O)NCC(=O)O)CC1	-0.8%	i	0.3%	5.6%	-9.5%	3.8%	-7.8%	-5.5%[57.1 µM]	-9.1%
O=C(CSc1ccc(Cl)cc1)NN=C1CCCCCC1	1.9%	?	0.2%	3.6%	11.3%	10.2%	-9.2%	-4.7%	-27.6%
CCC(CC)CN1CCN=C1N(C)C	8.0%	i	-0.3%	6.8%	-3.5%	1.6%	10.3%	18.2%	-0.6%
CC(=O)c1cccc(NC(=O)CCC(=O)Oc2ccc(C)cc2)c1	-0.7%	i	-0.4%	-1.1%	0.5%	-18.6%	4.1%	-0.7%	-3.8%
CCC(NC(=O)N(Cc1ccccc1)Cc1ccc2c(c1)OCO2)(C(F)(F)F)C(F)(F)F	-21.8%	i	-0.6%	0.7%	2.6%	-19.0%	-5.1%	-4.6%[57.1 µM]	2.3%

Source: PubChem (National Center for Advancing Translational Sciences (NCATS))
